Assay outcomes deposited in PubChem BioAssay by several laboratories.
Vif imaging: HIV Vif inhibition; 340,000 tested, 0.35% active; HEK293T cells, Vif self-association by quenched fluorescence, imaging, 24 h; inhibition, % at 7.49 µM; in the data active = inhibition above about 50%, passing the limit was not always enough; note: some results filed as inactive read as strong as hits
MC4R ag barr: activates human MC4R beta-arrestin recruitment. P32245. U2OS MC4R beta-arrestin complementation, luminescence; percent of melanotan II response, DMSO zero. activation, % at 8.9 µM. 360,000 tested, 0.98% active. AID 540308;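 active = activation above a per-plate cutoff, the mean activation of sample wells on that plate plus 3 SD, cut at about 8% in these data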
H9c2 protect: myocardial damage modulation in H9c2 cells; H9c2 cardiomyocytes, H2O2 injury protection, ATPLite, 2 h; protection from H2O2 cell death, % at 20 µM; 360,000 tested, 0.63% active; AID 588492;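 active = compounds giving at least 50% protection of heart cells from peroxide-induced death in the single-dose screen, raw or plate-pattern-corrected value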;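 note: 0% = DMSO wells with peroxide and 100% = DMSO wells without peroxide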
PDI turbidity: PDI (human) enzyme inhibition. PDI insulin aggregation turbidity, A650, 90 min. inhibition, % at 10 µM. 350,000 tested, 0.052% active. AID 588391;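 active = mean inhibition across replicates of 30% or more, whatever share of single replicates reach that level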;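 note: absorbance from insulin aggregation driven by PDI reduction with DTT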
HTR2A ag: activates the mouse 5-HT2A serotonin receptor. CHO-K1 mHTR2A beta-arrestin complementation, luminescence; percent of 30 µM serotonin response. activation, % at 7.6 µM. 360,000 tested, 0.66% active. AID 624169;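 active = activation above a run cutoff, the mean activation of all tested compounds plus 3 SD, cut at about 14% in these data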;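 note: 0% = plate median of compound wells and 100% = 30 µM serotonin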
CaV13 ICDI inh: Primary screen for inhibitors of IQ motif and Ca2+-dependent inactivation inhibitor domain binding in CACNA1D, Förster resonance energy transfer in living cells, …. 340,000 tested, 0.098% active. inhibition, % at 12.3 µM. HEK cells, CFP/YFP FRET ICDI-IQ, plate reader, 10 min; percent FRET-ratio fall versus neutral wells;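 active = mean replicate inhibition of at least 30% and at least 1% of replicates passing that level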;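 note: 0% = median of the neutral control wells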
MC4R antagonist: blocks human MC4R cAMP signaling | inhibition, % at 6.5 µM | P32245 | 360,000 tested, 0.48% active | AID 540295 | MC4R-expressing cells, MTII-stimulated cAMP, LANCE TR-FRET;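 active = inhibition above its plate's cutoff, the mean of tested wells on that plate plus 3 SD, cut at about 29% in these data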;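 note: 0% = Melanotan II alone and 100% = Melanotan II plus saturating MCL0020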
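Material: human MC4R-expressing U2OS cells. Probe or stimulus: Melanotan II challenge. Dosing: 6.5 µM single dose. Times: 30-min compound, 1-h challenge, 1-h detection, room temperature. Technique: TR-FRET with Eu-cAMP and labeled anti-cAMP, 671 nm. Replication: singlicate.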
ABCB6 inh MLPCN: blocks the human ABCB6 transporter | Q9NP58 | K562-ABCB6 porphyrin accumulation, flow cytometry, 1 h; active compounds read low | fluorescence ratio to DMSO, % at 10 µM | 360,000 tested, 0.19% active | AID 602162;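 active = fluorescence ratio to DMSO below 75%, the collection mean minus 3 SD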;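 note: signal is porphyrin accumulated inside mitochondria; 100% equals median channel fluorescence of DMSO control wells; lower ratio means ABCB6 inhibition with less porphyrin fluorescence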
Target sequence (Q9NP58 whole entry, looked up): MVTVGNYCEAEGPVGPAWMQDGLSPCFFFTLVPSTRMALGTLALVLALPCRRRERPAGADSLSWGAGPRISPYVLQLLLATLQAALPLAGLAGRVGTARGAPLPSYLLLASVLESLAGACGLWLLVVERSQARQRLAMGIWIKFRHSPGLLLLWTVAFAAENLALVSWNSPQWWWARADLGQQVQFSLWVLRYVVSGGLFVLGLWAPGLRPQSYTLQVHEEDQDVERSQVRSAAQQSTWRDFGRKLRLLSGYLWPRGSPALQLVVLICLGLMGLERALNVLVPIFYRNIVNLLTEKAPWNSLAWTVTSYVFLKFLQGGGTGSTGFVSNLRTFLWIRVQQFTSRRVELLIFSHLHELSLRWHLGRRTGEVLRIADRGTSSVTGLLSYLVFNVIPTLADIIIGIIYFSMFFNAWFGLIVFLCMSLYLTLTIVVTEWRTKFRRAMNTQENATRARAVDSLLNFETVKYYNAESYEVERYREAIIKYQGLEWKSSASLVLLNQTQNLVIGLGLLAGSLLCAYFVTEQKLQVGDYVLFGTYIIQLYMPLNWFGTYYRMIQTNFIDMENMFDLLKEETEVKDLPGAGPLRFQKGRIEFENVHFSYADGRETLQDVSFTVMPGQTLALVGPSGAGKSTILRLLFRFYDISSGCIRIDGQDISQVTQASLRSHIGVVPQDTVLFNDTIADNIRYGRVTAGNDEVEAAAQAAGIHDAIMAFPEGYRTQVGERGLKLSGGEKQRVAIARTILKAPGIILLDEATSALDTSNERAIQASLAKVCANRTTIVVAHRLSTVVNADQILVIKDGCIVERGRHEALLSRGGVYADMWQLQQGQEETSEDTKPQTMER
N-glyco inh: blocks N-linked glycosylation in D54 reporter cells; D54 ERlucT glycosylation luciferase reporter, 24 h; percent of 100 nM tunicamycin response; reporter increase, % at 12.5 µM; 360,000 tested, 0.23% active; AID 588692;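 active = mean luciferase reporter signal, scaled so untreated is 0 and the glycosylation-blocking control 100, at or above a set limit in every replicate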;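 note: luciferase carries N-glycosylation sites so blocking glycosylation raises the light; 0% = median of neutral control wells and 100% = median of 100 nM tunicamycin wells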
aDG glyco act: alpha-DG glycosylation activation. Pro5-aDG cells, alpha-DG glycosylation AlphaScreen (IIH6); 0% Pro5, 100% B10-LARGE cell signal. activation, % at 10 µM. 360,000 tested, 0.22% active. AID 624168;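 active = activation of at least 8% versus controls, or a plate z-score of at least 8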;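 note: Pro5 are CHO cells carrying HIG-tagged alpha-DG that lacks glycosylation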
* = called active by the depositor; . = no result given.

SMILES	Vif imaging	MC4R ag barr	H9c2 protect	PDI turbidity	HTR2A ag	CaV13 ICDI inh	MC4R antagonist	ABCB6 inh MLPCN	N-glyco inh	aDG glyco act
CCOc1ccccc1N1CCN(C(=O)CN2C(=O)NC3(CCCC3)C2=O)CC1	8.5	-1.4	0.6	0.7	-3.3	-6.3	4.1	98.0	0.2	0.0
CCn1ncc(/C=N/N=C2\CCC3C4CCc5cc(O)ccc5C4CCC23C)c1C (stereo not drawn)	-9.0	0.7	-17.5	10.8	-3.2	-5.2	6.7	95.0	0.7	0.8
Cc1cccc(NC(=O)CSc2nnc(CCC(=O)Nc3ccc(C)c(Cl)c3)n2C)c1	5.5	-0.1	-12.3	-5.3	2.5	.	2.7	95.0	-1.0	0.0
Cc1ccc2nc3n(c2c1)CCCN3	-2.2	-0.7	-0.9	8.7	1.2	-9.3	-1.9	96.0	0.2	0.1
Cc1ccc(-n2ncc3c(NNC(=O)c4ccco4)ncnc32)cc1C	-0.8	-1.8	11.3	-0.6	4.9	.	0.2	105.0	-1.0	0.0
Cn1nccc1C(=O)N1CCC(Cc2ccccc2)CC1	-2.0	1.8	-4.6	2.2	-1.4	.	9.6	100.0	-2.5	-0.2
O=C(N/N=C/c1ccc(F)c(F)c1)c1cccc(S(=O)(=O)N2CCCCC2)c1	-10.2	-2.5	6.3	5.5	4.8	-5.9	-0.5	93.0	3.8	-0.3
COC(=O)c1ccc(N/N=C/c2cc([N+](=O)[O-])cc(OC)c2O)cc1	-8.3	-1.9	-2.3	4.4	-2.4	-5.2	17.3	103.0	-0.4	-0.2
CC1CCCN(c2ccc([N+](=O)[O-])s2)C1 (stereo not drawn)	1.4	-1.9	5.6	-2.3	-3.5	-10.7	1.4	99.0	-3.2	-0.5
O=C(COC(=O)CCc1ccccc1)NNC(=O)c1ccccc1	2.5	0.1	3.7	-5.8	1.0	-5.0	5.3	101.0	1.6	0.2
C=C(C)C(O)CC/C(C)=C/Cc1c(O)ccc(C(=O)/C=C/c2ccc(O)cc2)c1O (stereo not drawn)	3.0	9.6*	-5.8	.	-1.7	.	11.1	100.0	-4.3	0.0
O=C(c1ccc([N+](=O)[O-])cc1)N1CCN(Cc2ccccc2)CC1	0.2	-0.8	0.7	-1.3	2.3	-4.7	6.9	100.0	-1.2	-0.2
Cc1csc(NC(=O)C2C3C=CC(O3)C2C(=O)O)n1 (stereo not drawn)	2.7	-1.5	-3.5	6.3	3.9	-7.7	1.7	98.0	-0.5	0.0
C=CCn1c(C)nnc1SCC(=O)Nc1ccccc1C(=O)NC1CC1	4.3	-0.6	2.4	1.3	9.1	-7.0	12.7	102.0	0.5	-0.3
ClCc1csc(-c2ccccc2Cl)n1	5.2	-0.2	4.8	-11.3	-1.0	-13.8	-2.8	102.0	-3.8	0.1

The closing 2 compounds of the part before lead into the next:
SMILES	Vif imaging	MC4R ag barr	H9c2 protect	PDI turbidity	HTR2A ag	CaV13 ICDI inh	MC4R antagonist	ABCB6 inh MLPCN	N-glyco inh	aDG glyco act
C=CCn1c(C)nnc1SCC(=O)Nc1ccccc1C(=O)NC1CC1	4.3	-0.6	2.4	1.3	9.1	-7.0	12.7	102.0	0.5	-0.3
ClCc1csc(-c2ccccc2Cl)n1	5.2	-0.2	4.8	-11.3	-1.0	-13.8	-2.8	102.0	-3.8	0.1
COCCNC(=O)c1ccc2c(c1)C(=O)c1ccccc1-2	-7.0	1.1	8.6	1.6	-6.1	-17.7	13.1	103.0	1.2	0.0
COc1ccc(-c2cc(C(F)(F)F)nc(N3CCOCC3)n2)cc1OC	23.5	-0.7	0.1	-6.3	-2.3	-4.0	1.6	99.0	-3.7	0.5
COc1ccc(NC(=O)CCN2C(=O)[C@@H]3[C@H](C2=O)[C@H]2C=C[C@@H]3C2)cc1	0.9	-1.5	0.8	0.5	-1.8	-0.2	-4.2	95.0	1.7	0.0
CC(C)COP(=O)(OCC(C)C)C(O)c1ccc2c(c1)OCO2 (stereo not drawn)	-0.8	0.0	-0.1	9.0	10.5	-10.3	-2.3	92.0	2.9	0.1
CCN(CC(=O)Nc1ccc2c(c1)OCCO2)C(=O)CN1C(=O)NC(C)(c2ccc(C)cc2)C1=O (stereo not drawn)	-5.4	-1.6	-5.9	-4.6	-2.5	-21.2	4.2	93.0	1.2	-0.2
CSc1nc2sc3c(c2c(=O)[nH]1)CCCC3	0.5	-1.2	-6.8	4.7	5.2	.	-1.6	96.0	-0.4	-0.1
C=CCn1c(SCC(=O)Nc2ccccc2OC)nc2c([nH]c3ccccc32)c1=O	.	4.1	3.5	-2.4	1.1	.	-20.7	101.0	.	0.1
CCc1ccc(/C=N/NC(=O)Cc2cccn2C)cc1	-4.8	3.3	1.9	9.0	4.6	-5.1	7.0	100.0	0.5	-0.1
CC(C)Nc1nc(NCCN2CCCC2)c2sc(-c3ccccc3)cc2n1	-8.7	-0.4	-11.0	-28.2	-2.6	-3.8	-6.2	101.0	-5.3	2.7
Cc1cc(C)n2nc(C(=O)NNC(=O)c3ccccc3)nc2n1	26.2	-0.3	5.2	-1.5	0.7	0.3	10.2	99.0	0.3	0.2
O=C(c1ccccc1Cl)N1N=C(c2cccs2)CC1c1cccc(O)c1 (stereo not drawn)	5.5	-2.5	2.5	-1.7	1.9	-2.7	7.5	99.0	-1.0	-0.1
Cc1cc(C)n2nc(C(=O)Nc3ccc4c(c3)OCCO4)nc2n1	3.5	-0.9	-17.3	-5.4	-1.7	-2.4	-1.8	94.0	-2.4	0.0
O=C(O)CSC(C(=O)Nc1ccc(C(F)(F)F)cc1)c1ccccc1 (stereo not drawn)	-1.1	0.5	1.2	-6.5	-0.3	-3.8	13.7	104.0	0.5	0.0
COc1ccc(N=Nc2cnc(C)nc2-c2ccccc2)cc1	5.8	-2.3	-4.2	15.9	-1.4	-2.4	12.9	103.0	-3.8	-0.5
COc1ccc(NC(=O)c2ccc3c(c2)CCN3S(=O)(=O)c2ccccc2)cc1	-6.8	-3.4	0.4	-0.7	-4.9	-7.0	4.5	107.0	-6.5	0.4
COc1cc(Cl)c(C)cc1NC(=O)c1ccc2c(c1)OCO2	19.1	-0.5	1.2	6.7	0.0	-2.1	1.9	95.0	1.2	0.0
Cc1cc(-c2ccccc2)n2nc(C)c(-c3ccccc3)c2n1	25.4	-0.4	-12.2	-10.7	2.1	-1.3	0.5	87.0	0.6	-0.2
CCN(C(=O)COc1ccc(N(C)S(=O)(=O)c2ccc(NC(C)=O)cc2)cc1)C1CCCCC1	-7.7	-1.4	2.3	-4.6	-0.2	-5.0	9.2	101.0	-2.2	-0.6
O=C(CCCc1nc(-c2ccccc2Cl)no1)N1CCOCC1	6.3	1.5	4.0	-3.5	3.6	-1.9	18.0	104.0	-0.1	0.0
COc1ccc(OC)c(N=c2oc3cc(O)ccc3cc2C(N)=O)c1	-8.5	-0.6	-4.2	1.1	-1.1	0.7	-3.2	96.0	0.3	-0.1
CC(c1ccccc1)N1CC(C(=O)O)CC1=O (stereo not drawn)	0.3	-1.0	6.0	2.7	3.3	-2.0	6.7	97.0	0.9	0.8
CC(=O)CCC(=O)CNC(=O)CC[C@H]1O[C@@H](n2ccc(=O)[nH]c2=O)[C@H](O)[C@@H]1O	-1.6	.	1.3	.	3.0	-7.0	.	102.0	1.9	-0.2
OC[C@@H]1CN(Cc2cccs2)C[C@H](n2cnc3c(NCc4ccc(F)cc4)ncnc32)O1	24.9	-1.0	2.9	0.1	-5.6	-9.1	3.4	93.0	0.9	0.0
COc1cccc(NC(=S)N/N=C2\CC(C)(C)Oc3ccc(O)cc32)c1	-1.4	-3.8	8.1	9.8	-0.9	-15.8	0.1	104.0	2.7	0.5
COC(=O)c1ccc(NC(=O)CNc2ccccc2)cc1	9.7	-1.3	-0.9	1.3	-1.2	6.6	-0.2	104.0	3.7	0.1
O=C1NC[C@@H](CCCCN2C[C@H](Cc3ccccc3)N(CCc3ccc(O)cc3)C(=O)C2=O)N(CC2CCCCC2)C1=O	.	.	.	.	1.9	-5.0	.	98.0	.	-0.1
Cc1c(CCC(=O)O)c(=O)oc2c(C)c(OCc3cc4c(cc3Cl)OCO4)ccc12	7.1	-0.3	0.2	-1.0	-1.2	-15.3	14.2	102.0	1.6	0.0
CC(=O)c1c(-c2ccccc2)c2cc(Cl)ccc2n(C)c1=O	4.0	-0.9	-1.8	-0.9	1.2	-4.4	14.8	94.0	5.0	0.0
CSc1ccc(C2Nc3ccccc3-c3cc(C)nn32)cc1 (stereo not drawn)	7.4	0.5	3.2	-1.2	-4.9	.	4.4	100.0	0.2	-0.1
CCC(=O)N1CCc2cc(S(=O)(=O)CCC(=O)N3CCN(c4ccccc4)CC3)ccc21	-0.1	-3.8	-2.0	6.1	6.3	-5.6	11.6	104.0	3.3	0.2
O=C(Nc1ccc(CN2CCCCC2)cc1)c1cccc(Br)c1	3.7	-1.2	14.3	15.2	-4.7	0.9	2.2	100.0	-1.1	0.9
CCN1C(=O)C(O)(CC(=O)c2c(C)coc2C)c2ccccc21 (stereo not drawn)	0.3	-1.3	-1.8	3.7	-1.6	-20.2	12.1	101.0	0.9	0.2
COc1ccc(C/C(C)=N/NC(=S)Nc2ccc(Cl)cc2)cc1	-6.0	-3.0	-0.6	-1.4	-1.0	-4.2	-1.6	96.0	-0.4	-0.1
CCN(CC)C(=O)C1=C(C)Nc2ncnn2C1c1cccnc1 (stereo not drawn)	-25.1	1.8	-0.3	2.6	3.7	-4.4	22.4	104.0	-0.1	0.3
C[C@@H]1NC(=O)OC1c1ccco1 (stereo partly drawn)	3.5	-1.6	13.7	-1.6	-7.1	2.4	5.4	96.0	2.1	0.0
C=CCn1c(SCC(=O)Nc2ccccc2F)nnc1C(C)NC(=O)c1ccccc1F (stereo not drawn)	.	-3.7	1.0	-2.9	-2.4	-6.2	8.5	96.0	0.9	0.2
Cc1ccc(S(=O)(=O)N2CCN(C(=O)COC(=O)/C=C/c3ccccc3F)CC2)c(C)c1	3.9	-1.2	-6.7	-5.1	6.3	-1.9	8.9	97.0	1.8	1.7
CCOC(=O)c1c(CN2CCCCC2)oc2ccc(O)cc12	-3.0	-0.7	-2.3	3.2	-1.9	0.5	-2.7	93.0	-0.8	0.4
COc1ccc(C)cc1S(=O)(=O)N(C)CC(=O)Nc1ccc2c(c1)OCO2	.	-2.6	-1.6	-9.6	0.9	-7.0	-3.0	94.0	-8.5	-0.1
Cc1ccc(CS(=O)Cc2ccc(C(=O)NC3CCC(C)CC3)o2)cc1 (stereo not drawn)	-9.9	-2.6	-2.2	8.3	-1.7	-4.7	-0.7	95.0	0.7	0.0
CC(=O)C1[C@H](N(C)C)CC2C3CC=C4CC(O)CC[C@]4(C)C3CC[C@@]21C (stereo partly drawn)	-1.5	0.3	2.2	6.6	-8.2	-19.5	8.0	95.0	1.5	-0.1

An unsorted share of the library. Share with any hit: about 3.6%.
